Compound activity deposited in PubChem by several laboratories.
STEP block: inhibitors of human striatal-enriched phosphatase STEP | 0.25% of 360,000 active | recombinant STEP, OMFP fluorogenic substrate, fluorescence | inhibition, % at 20 µM | P54829 | AID 588621;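 active = inhibition at 20 µM, scaled per plate between control wells, above about 37%, limit read from the data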;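 note: 0% = DMSO with enzyme and substrate and 100% = substrate only without enzyme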
Target sequence (P54829 whole entry, looked up): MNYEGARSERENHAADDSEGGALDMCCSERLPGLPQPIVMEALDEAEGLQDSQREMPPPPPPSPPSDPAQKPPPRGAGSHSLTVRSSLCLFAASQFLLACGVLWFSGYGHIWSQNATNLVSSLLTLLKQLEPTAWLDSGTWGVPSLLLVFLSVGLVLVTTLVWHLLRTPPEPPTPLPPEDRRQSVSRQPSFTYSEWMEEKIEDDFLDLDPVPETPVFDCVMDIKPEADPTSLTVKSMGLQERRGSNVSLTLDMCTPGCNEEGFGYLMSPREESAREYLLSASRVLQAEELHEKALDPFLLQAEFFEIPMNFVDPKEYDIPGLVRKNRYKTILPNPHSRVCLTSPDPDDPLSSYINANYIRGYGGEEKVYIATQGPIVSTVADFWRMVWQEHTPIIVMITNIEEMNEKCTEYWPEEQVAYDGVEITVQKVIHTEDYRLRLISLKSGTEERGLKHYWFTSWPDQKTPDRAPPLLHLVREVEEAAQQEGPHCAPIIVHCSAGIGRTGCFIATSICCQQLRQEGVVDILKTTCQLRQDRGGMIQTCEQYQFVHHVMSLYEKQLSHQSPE
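medium = Bis-Tris buffer pH 6.0, 2.5 mM DTT, 0.005% Tween 20 | test system = STEP (striatal-enriched tyrosine phosphatase) enzyme, cell-free | measure = normalized % inhibition | compound dosing = 20 µM, 1% DMSO | also added = 25 µM OMFP | schedule = reaction 20 min, ambient temperature | measured by = fluorescence read at 480 nm ex / 540 nm em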
Rpn11 block: Rpn11 (human) deubiquitinase inhibition; 0.59% of 360,000 active; O00487; human 26S proteasome, Ub4-pepOG fluorescence polarization; 20S core pre-blocked with epoxomicin; calls only at 20 µM;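 active = inhibition at 20 µM, scaled to each plate's controls, above about 33%, limit read from the data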
Target sequence (O00487 whole entry, looked up): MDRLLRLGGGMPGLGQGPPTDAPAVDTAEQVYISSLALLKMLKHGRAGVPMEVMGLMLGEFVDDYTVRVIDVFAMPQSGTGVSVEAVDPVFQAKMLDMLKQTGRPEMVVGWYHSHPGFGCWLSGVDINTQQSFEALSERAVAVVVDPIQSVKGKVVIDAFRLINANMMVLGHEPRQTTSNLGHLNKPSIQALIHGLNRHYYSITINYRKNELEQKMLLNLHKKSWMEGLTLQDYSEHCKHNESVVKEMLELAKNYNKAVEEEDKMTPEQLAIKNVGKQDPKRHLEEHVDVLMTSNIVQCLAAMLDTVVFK
Rin1 Abl inh: blocks binding of human Rin1 to Abl; P00519+Q13671; TR-FRET Rin1/Abl binding, biochemical; inhibition, % at 7.35 µM; 0.4% of 360,000 active; in the data active = inhibition above about 5%, passing the limit was not always enough
DNMT1 inh: blocks human DNA methyltransferase DNMT1 | AID 588458 | DNMT1 molecular beacon, Hinp1I cleavage, fluorescence | P26358 | 0.83% of 360,000 active | inhibition (reported as % activation of signal), % at 10 µM; in the data active = inhibition above about 50%
LMPTP inh: LMPTP (human) inhibition | inhibition, % at 20 µM | recombinant LMPTP-A, OMFP fluorogenic substrate, fluorescence intensity | 0.22% of 360,000 active | AID 651560 | P24666;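 active = compounds that cut the enzyme signal by at least half of the control window in the single-dose screen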;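 note: plate controls were DMSO wells with enzyme plus substrate for no effect and substrate without enzyme for full effect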
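Assay system: LMPTP-A phosphatase enzyme | Input: 0.625 nM enzyme | Also added: Fluorogenic phosphatase substrate OMFP at 400 µM final | Compound dosing: One test concentration per compound, 20 µM, with 3% DMSO overall | Schedule: 50 min enzyme reaction at room temperature, protected from light | Signal: Fluorescence intensity | Benchmarks: no-enzyme and uninhibited controls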
SUMO1 PPI mod: alters human SUMO1 binding to SIM partners; 0.33% of 360,000 active; SUMO1 binding to a labelled peptide, TR-FRET, 1 h; AID 602429; inhibition, % at 20 µM; in the data active = inhibition above about 37%
Target sequence (P63165 whole entry, looked up): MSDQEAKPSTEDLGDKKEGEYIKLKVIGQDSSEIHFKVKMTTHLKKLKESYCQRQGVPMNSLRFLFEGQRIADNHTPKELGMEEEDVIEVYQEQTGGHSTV
CSN inh: CSN deneddylation inhibition; Purified CSN, SCF-Nedd8-OG deneddylation, fluorescence polarization; inhibition, % at 12.5 µM; 0.38% of 360,000 active; AID 651999; Q92905;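 active = pattern-corrected inhibition above about 35%, with an unprinted fluorescence ratio check between 0.5 and 1.5, limit read from the data, passing the limit was not always enough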;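 note: 0% = enzyme with substrate and 100% = substrate without enzyme; some results filed as inactive read as strong as hits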
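assay system = purified human Csn5 enzyme expressed in HEK293T cells | amount = 0.24 nM enzyme | buffer or medium = Tris/NaCl/DTT buffer, pH 7.5 | reagent = 10 nM SCFSkp2-Nedd8OG | compound = one concentration, 12.5 µM, 0.25% DMSO | times = 90 min reaction at room temperature | signal = FP | read-out basis = % inhibition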
Neddyl block: inhibitors of human cullin neddylation; AID 651699; calls only at 25 µM; TR-FRET cullin neddylation, biochemical; 0.58% of 360,000 active; P61081+Q13564; in the data active = inhibition above about 36%
NadD block: NadD (S. aureus) enzyme inhibition. purified NadD enzyme, colorimetric absorbance read-out. inhibition, % at 20 µM. 0.78% of 360,000 active; in the data active = inhibition above about 26%; note: some compounds past the cut are filed as inactive
Scp-1 inhibitor: Scp-1 (human) phosphatase inhibition | Recombinant Scp1, phosphopeptide, malachite green phosphate absorbance | inhibition, % at 20 µM | 0.88% of 340,000 active | AID 493091;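 active = inhibition above about 50% at 20 µM, limit read from the data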;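 note: plate controls were DMSO wells with enzyme for no effect and wells lacking enzyme for full effect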
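Times: enzyme reaction 45 min at room temperature, colour 5 min, stabilisation 30 min. Material: SCP-1 catalytic fragment, aa 76-261. Medium: Acidic Tris acetate buffer with magnesium and detergent. Signal: colorimetric free-phosphate detection, absorbance 630 nm. Read-out basis: % inhibition of SCP-1 phosphate liberation. Reagent: Phosphorylated 17-residue peptide substrate.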
Starred values were filed as active, the others as inactive; i = inactive; nt = no result given.

SMILES	STEP block	Rpn11 block	Rin1 Abl inh	DNMT1 inh	LMPTP inh	SUMO1 PPI mod	CSN inh	Neddyl block	NadD block	Scp-1 inhibitor
O=C(CN1CCCCC1)Nc1ccccc1-c1ccccc1	0	i	-1	2	0.0	3	3	i	-7	0
COc1cc(C(=O)NC2CCN(C)CC2)ccc1Nc1ncc2c(n1)N(Cc1ccccc1)CCC(=O)N2C	-1	i	0	-3	-3.2	-18	-1	i	-4	-4
Cc1nn(-c2ccc3ccccc3c2)c(=O)c2ccccc12	2	i	0	3	-0.3	-6	1	i	-2	0
CC(=O)Nc1cccc(NC(=O)c2ccc([N+](=O)[O-])cc2Cl)c1	-2	i	-2	1	-0.7	-24	-2	i	-3	-6
COC(=O)[C@@]12C[C@@H](CC(=O)N3CCN(C(=O)C4CC4)CC3)C(=O)N(Cc3ccc4c(c3)OCO4)C1=CCC(C)(C)C2	nt	nt	nt	nt	-0.8	-5	2	i	nt	nt
COc1cc(C2CC(=O)Nc3cc(C)c(C)cc32)cc(OC)c1OC (configuration not stated)	3	i	-3	0	-2.2	3	-6	i	-3	-1
O=C(O)CSC1CC(=O)N(c2ccc(Cl)cc2)C1=O (configuration not stated)	-2	i	5	1	-1.5	2	4	i	-2	-1
CN(C)c1nnnn1-c1ccc(Oc2ncc(C(F)(F)F)cc2Cl)cc1	0	i	0	5	-1.2	-1	3	i	-8	7
Nc1nc(COc2ccccc2)cs1	-4	i	2	-5	-1.7	1	0	i	-1	2
COc1cc(CNCCN2CCOCC2)ccc1OCc1ccc(Cl)cc1	1	i	-2	3	1.0	-1	-5	i	-6	-2
O=C(Nc1cccc([N+](=O)[O-])c1)ONC1=NCCCCC1	0	i	-4	3	4.4	-10	-4	i	-4	-9
COc1cc2c(cc1OC)C(/C=C/c1ccco1)=NCC2	2	i	-2	2	0.7	-7	7	nt	2	-7
O=C(Nc1cccc(Cl)c1N1CCCC1)c1ccco1	2	i	0	0	3.0	7	0	i	2	-12
COCCNC(=O)C1CCCN(C(=O)c2ccc(OC)c(F)c2)CC1 (configuration not stated)	0	i	1	0	-1.9	13	0	i	3	nt
CC1CCN(S(=O)(=O)c2cccc(C(=O)NNC(=O)c3ccco3)c2)CC1	0	i	-1	4	0.1	7	-8	i	-5	1
CCc1ccccc1NC(=O)CSc1nnc(C2CC2)n1CC1CCCO1 (configuration not stated)	0	i	2	2	-0.2	2	1	i	3	-5
COC(=O)c1nc(NC2=NCCCCC2)n[nH]1	0	i	-3	1	-0.7	-1	0	i	0	-4
COc1ccc(C(C)(O)c2nc(-c3ccc4c(c3)OCO4)cs2)cc1 (configuration not stated)	-4	i	2	-5	0.7	1	1	i	-5	nt
O=c1c2ccc([N+](=O)[O-])cc2ncn1CCOc1ccc(Cl)cc1	1	i	-1	-4	1.5	-20	1	i	8	-8
CCCCCC(=O)N1CCN(CCN=CC2=C(O)CC(c3ccco3)CC2=O)CC1 (configuration not stated)	0	i	-1	2	-0.2	4	1	i	6	-6
Clc1nc(Cl)nc(N(c2ccccc2)c2ccccc2)n1	-4	i	3	2	-0.4	-5	2	i	1	-5
C=CCn1c(C)nnc1SCC(=O)Nc1cc(S(=O)(=O)N2CCCC2)ccc1Cl	1	i	0	-1	-0.5	1	-3	i	3	-5
O=C(Nc1ccc(F)cc1)Nc1ccc(S(=O)(=O)N2CCCC2)cc1	-5	i	3	-8	0.3	-3	2	i	-4	-8
COc1ccc(C2(CNC(=O)c3cc(OC)c(OC)c(OC)c3)CCCC2)cc1OC	-2	i	2	-1	0.9	-2	1	i	-2	-7
Cn1cccc1CC(=O)NNC(=O)Nc1ccccc1F	1	i	2	4	-0.3	6	2	i	-3	-8
CCC(C)C(NC(=O)C1CCC(C)CC1)C(=O)NCCc1ccc(S(N)(=O)=O)cc1 (configuration not stated)	4	i	-1	6	1.3	2	-3	i	0	5
CCc1nonc1NC(=O)COc1ccc(Cl)c(C)c1	0	i	-4	0	-0.7	-1	2	i	3	1
O=C(COC(=O)CNS(=O)(=O)c1ccccc1)Nc1ncc(Cl)cc1Cl	-4	i	2	3	0.1	11	3	i	-2	1
COc1ccc(-c2c(-c3ccccc3)c(C(=O)C(=O)NCCCN(C)C)n3ccc4cc(OC)c(OC)cc4c23)cc1OC	-4	i	-8	2	-0.3	-2	4	i	2	-6
COc1cccc(C2CC(c3ccc(C)cc3)n3nc(N)nc3N2)c1 (configuration not stated)	1	i	5	0	-1.2	3	-7	i	3	16

An excerpt from above in order of number of heavy atoms, highest first.
SMILES	STEP block	Rpn11 block	Rin1 Abl inh	DNMT1 inh	LMPTP inh	SUMO1 PPI mod	CSN inh	Neddyl block	NadD block	Scp-1 inhibitor
CCC(C)C(NC(=O)C1CCC(C)CC1)C(=O)NCCc1ccc(S(N)(=O)=O)cc1 (configuration not stated)	4	i	-1	6	1.3	2	-3	i	0	5
O=C(COC(=O)CNS(=O)(=O)c1ccccc1)Nc1ncc(Cl)cc1Cl	-4	i	2	3	0.1	11	3	i	-2	1
Cn1cccc1CC(=O)NNC(=O)Nc1ccccc1F	1	i	2	4	-0.3	6	2	i	-3	-8

The list goes on:
SMILES	STEP block	Rpn11 block	Rin1 Abl inh	DNMT1 inh	LMPTP inh	SUMO1 PPI mod	CSN inh	Neddyl block	NadD block	Scp-1 inhibitor
CC(C)c1ccc(NC(=S)NN2CCOCC2)cc1	-5	i	-2	-1	-0.5	1	-14	i	3	-7
Cc1ccc(Cn2cnc3ccccc32)cc1C	-4	i	-2	-1	1.7	0	-15	i	-1	-7
COCCN(C(=O)c1ccc(OCC(C)C)cc1)c1c(N)n(Cc2ccccc2)c(=O)[nH]c1=O	0	i	2	0	1.6	1	1	i	5	-3
CC(=O)Nc1cc(-c2ccc(F)cc2)cn2c(-c3ccc(F)c(Cl)c3)cnc12	1	i	1	-18	3.8	-2	12	i	10	nt
CC1=Nc2ncnn2C(c2ccccc2)/C1=N\O (configuration not stated)	-2	i	4	-2	0.6	-24	0	i	1	0
CCOC(=O)c1cc2c(ccn2C)n1CC(=O)N1CCN(c2cccc(C(F)(F)F)c2)CC1	3	i	1	-7	2.1	0	-2	i	3	-1
CCc1ccc(-n2nc3ccc(NC(=O)c4ccc5c(c4)OCO5)cc3n2)cc1	0	i	3	2	-0.2	0	-3	i	-3	-4
CN(C)c1ccc(NS(=O)(=O)c2cc3c4c(c2)CC(=O)N4CCC3)cc1	-1	i	4	-6	2.2	2	2	i	8	3
CC(=O)C1=C(C)NC(=O)NC1c1cccc(O)c1 (configuration not stated)	1	i	-2	-3	-1.6	0	-1	i	-1	-13
O=C1c2nc3ccccn3c2C(=O)N1Cc1ccccc1	2	i	-2	-11	0.5	39*	1	i	3	-3
CC(NC(=O)c1cc2sccc2n1C)c1ccc2c(c1)OCCO2 (configuration not stated)	0	i	1	0	-0.4	-4	1	i	-2	-14
Cc1cc(C)nc(SCCN(C)C)n1	-1	i	1	0	-0.5	-2	-1	i	-5	-2
CCCC(=O)NNC(=O)CCC(=O)NCc1ccccc1	0	i	1	5	-1.0	1	-1	i	9	-6
O=S(=O)(c1ccc(-n2cnnn2)cc1)N1CCC(N2CCCCC2)CC1	-2	i	4	0	0.7	-3	5	i	0	5
Cc1oc(-c2ccccc2F)nc1CS(=O)(=O)CC(=O)NCCCN(C)C1CCCCC1	-1	i	-1	-1	-1.3	2	1	i	-2	-7
CCCC1Oc2ccccc2C(=O)N(CC(=O)c2ccc3c(c2)OCCO3)C1=O (configuration not stated)	1	i	-2	-2	4.5	1	2	i	-18	-16
COc1ccc2cc3c(N)nn(C(=O)Cc4ccc(Cl)cc4)c3nc2c1	1	i	-1	69*	0.6	3	5	i	21	-3
Cc1cc(C(=O)N2CCC(C(F)(F)F)n3nccc32)on1 (configuration not stated)	1	i	2	2	0.6	1	2	i	5	-1

Exported with values under each structure: part of the list above.
Under each structure: STEP block	Rpn11 block	Rin1 Abl inh	DNMT1 inh	LMPTP inh	SUMO1 PPI mod	CSN inh	Neddyl block	NadD block	Scp-1 inhibitor
Cc1oc(-c2ccccc2F)nc1CS(=O)(=O)CC(=O)NCCCN(C)C1CCCCC1
  -1	i	-1	-1	-1.3	2	1	i	-2	-7
Cc1cc(C)nc(SCCN(C)C)n1
  -1	i	1	0	-0.5	-2	-1	i	-5	-2

Profiles, looked up by structure. Order of values: STEP block | Rpn11 block | Rin1 Abl inh | DNMT1 inh | LMPTP inh | SUMO1 PPI mod | CSN inh | Neddyl block | NadD block | Scp-1 inhibitor
`Cc1cc(C)nc(SCCN(C)C)n1` across the screens: -1 | i | 1 | 0 | -0.5 | -2 | -1 | i | -5 | -2
`COc1ccc2cc3c(N)nn(C(=O)Cc4ccc(Cl)cc4)c3nc2c1` across the screens: 1 | i | -1 | 69* | 0.6 | 3 | 5 | i | 21 | -3
`CCCC(=O)NNC(=O)CCC(=O)NCc1ccccc1` across the screens: 0 | i | 1 | 5 | -1.0 | 1 | -1 | i | 9 | -6
`Cc1cc(C(=O)N2CCC(C(F)(F)F)n3nccc32)on1` (configuration not stated) across the screens: 1 | i | 2 | 2 | 0.6 | 1 | 2 | i | 5 | -1
`Cc1oc(-c2ccccc2F)nc1CS(=O)(=O)CC(=O)NCCCN(C)C1CCCCC1` across the screens: -1 | i | -1 | -1 | -1.3 | 2 | 1 | i | -2 | -7
